TDP1 cell CPT = growth inhibition of DT40 Tdp1-/-;hTDP1 cells with camptothecin (screen for TDP1 inhibitors); chicken DT40 Tdp1-/-;hTDP1 cells + 20 nM CPT, ATP luminescence, 48 h; 420,000 tested, 12% active; Potency, µM (highest dose often 46.2 µM), without a hit: at the highest dose activity change, negative = growth inhibition, actives largely listed as inhibitors; further: nearly all actives have a fitted effect of over 55% in size
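Cell growth measured by CellTiter-Glo luminescence after a minimum 48 h, 37 C compound exposure with 20 nM CPT in Tdp1-knockout DT40 cells stably expressing hTDP1, seeded 400/well; qHTS titration format.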
DT40 TDP1 no CPT = qHTS for Inhibitors of human tyrosyl-DNA phosphodiesterase 1 (TDP1): qHTS in cells in absence of CPT; DT40 Tdp1-/- hTDP1 cells, no CPT, ATP luminescence, 48 h; AID 686978, 2013; Potency, µM (doses to about 46.2 µM), for the others: top-dose activity change, negative = growth inhibition, actives largely listed as inhibitors; 420,000 tested, 15% active; further: nearly all actives have a fitted effect of over 55% in size
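No-CPT arm: Tdp1-/-;hTDP1 DT40 cells (400/well) plus compounds, incubated ≥48 hr at 37 °C. Readout CellTiter-Glo luminescence.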
TDP1 inh = TDP1 (human) enzyme inhibition; Potency, µM (highest dose often 130 µM), for the others: at the top dose activity change, negative = inhibition, actives largely listed as inhibitors; Q9NUW8; 350,000 tested, 0.28% active; recombinant TDP1, AlphaScreen DNA substrate cleavage; further: nearly all actives have a fitted effect of over 40% in size
Target sequence (Q9NUW8 whole entry, looked up): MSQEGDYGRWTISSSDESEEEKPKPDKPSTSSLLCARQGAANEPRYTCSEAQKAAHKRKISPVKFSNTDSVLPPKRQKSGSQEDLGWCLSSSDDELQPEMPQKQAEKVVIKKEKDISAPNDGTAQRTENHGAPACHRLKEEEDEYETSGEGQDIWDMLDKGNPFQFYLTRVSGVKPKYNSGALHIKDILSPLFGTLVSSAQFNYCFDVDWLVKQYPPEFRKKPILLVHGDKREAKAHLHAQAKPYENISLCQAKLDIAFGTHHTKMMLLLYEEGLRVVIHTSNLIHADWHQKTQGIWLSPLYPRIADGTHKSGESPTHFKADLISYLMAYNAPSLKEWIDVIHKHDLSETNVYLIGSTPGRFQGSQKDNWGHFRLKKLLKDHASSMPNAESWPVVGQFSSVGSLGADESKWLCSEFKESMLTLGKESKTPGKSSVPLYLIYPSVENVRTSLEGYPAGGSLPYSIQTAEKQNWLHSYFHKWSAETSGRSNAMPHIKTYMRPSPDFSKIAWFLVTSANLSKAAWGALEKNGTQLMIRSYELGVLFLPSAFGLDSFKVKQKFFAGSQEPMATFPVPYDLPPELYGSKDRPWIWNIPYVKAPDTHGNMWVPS
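Steps: enzyme plus compound, 15 min RT; add biotin/phosphotyrosine-FITC oligonucleotide (15 nM final), react 5 min; add donor/acceptor beads (10 ug/ml final), 10 min; read AlphaScreen. Tdp1 at 1 nM final.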
Numbers without * were called inactive; ? = inconclusive; · = not tested or not shown; [ ] = dose if it differs, or a comment. The call rests on the fitted dose curve; in most records, active means well fitted curve in the direction sought with a large enough effect; inconclusive means small, poorly fitted or top-dose-only effect, or another doubt; inactive means no such curve, though single readings can be large; an effect the other way counts as inactive or inconclusive. On the % scale 0 is the no-effect control and ±100 the full control effect; potency means the concentration at half of the fitted maximal effect.

Results follow in this order: TDP1 cell CPT | DT40 TDP1 no CPT | TDP1 inh
CC(O)(c1ccccc1)c1nc(-c2cccc(F)c2)cs1 (stereo not drawn)
  21µM* | -22% | ·
CCOc1ccccc1Nc1nc(-c2cccnc2)cs1
  ? | ? | ·
Cc1noc(C)c1CC(=O)Nc1ccc2c(c1)OCO2
  19% | 1% | 1%
Cc1ccc(NS(=O)(=O)c2ccc(C(=O)NCCCN3CCCC3=O)cc2)cc1
  ? | ? | 3%
CCOC(=O)c1cc(-c2ccccc2)n(CC(=O)NCc2ccccc2OC)c1C
  16µM* | 16µM* | 0%
COc1ccc(N=C2C(=O)Nc3c(C)cccc32)cc1
  -5% | -9% | 0%
COc1ccc(C2(O)C(=O)Nc3ccc(C)cc32)cc1 (stereo not drawn)
  7% | 4% | ·
c1ccc(-n2cnnc2SCc2nc3ccccc3s2)cc1
  2% | -24% | 5%
CC(=O)c1cccc(NC(=O)N2CCC(NC(=O)C3CCCCC3)CC2)c1
  7% | -5% | 1%
COc1ccc(-c2nc(N)nc(N)n2)c(O)c1
  15µM* | 16µM* | 0%
Cc1ccc(Nc2nc(N)nc(CSc3nc(C)cc(C)n3)n2)cc1
  -14% | -23% | 3%
Cc1noc(C)c1S(=O)(=O)N(C)C[C@H]1Oc2ccc(NC(=O)NC(C)C)cc2C(=O)N([C@H](C)CO)C[C@@H]1C
  24% | 16% | 0%
Cn1ncc2c(Nc3ccc([N+](=O)[O-])cc3)nc(Cl)nc21
  -4% | -18% | 8%
O=C(NCc1ccccc1Cl)c1cc2c(s1)CS(=O)(=O)C2
  -15% | -1% | 2%
C=O
  11% | 1% | ·
CC(C)(C)NC(=O)COC(=O)c1snc(C(=O)NC2CCCCC2)c1N
  -14% | -13% | 7%
COc1ccc(C(=O)CN2C(=O)c3ccccc3C2=O)c(OC)c1
  -10% | 14% | 1%
C=CCNc1nc(NCCCN2CCCC2=O)c2sc(-c3ccccc3)cc2n1
  18µM* | 21µM* | ·
COc1ccc(Cl)cc1S(=O)(=O)Oc1ccc(NC(C)=O)cc1
  -29% | ? | 4%
CCCCC(CC)C(=O)Nc1ccc(Nc2ccccc2)cc1 (stereo not drawn)
  -3% | -2% | 0%
CCCCNC(=S)Nc1ccc(-c2nc3ccc(C)cc3s2)cc1
  ? | 18µM* | 0%
C=CC1=C(C(=O)O)N2C(=O)[C@@H](NC(=O)/C(=N/OCC(=O)O)c3csc(N)n3)[C@H]2SC1 (stereo in doubt)
  -10%[21.1 µM] | -1%[21.1 µM] | ·
CC1=C(C(=O)N2CCCCCC2)CC(CC(=O)NCc2cccs2)C(=O)N1CCC1=CCCCC1 (stereo not drawn)
  16µM* | 23µM* | ·
CSc1ccccc1NC(=O)c1cc(-c2ccc3c(c2)OCO3)on1
  -19% | ? | 5%
COC(=O)c1ccc2c(=O)n(CCCCCC(=O)N3CCN(c4cc(Cl)ccc4C)CC3)c(=O)[nH]c2c1
  7.3µM* | 5.8µM* | 2%
Cc1cc(C)c(OCCCNC2CCCC2)c(Br)c1
  13µM* | 7.3µM* | ·
CCN(CC)C(=O)CSc1nnc2c3ccccc3n(C)c2n1
  -1% | -25% | ·
O=CN1CCN(C(=O)c2ccc(Br)o2)CC1
  -1% | 7% | 3%
O=C(CSc1nccn(-c2cccc(F)c2)c1=O)Nc1ccc(Cl)cc1F
  -5% | -28% | 13%
Cc1ccc(NC(=O)CCn2cccn2)c(C)c1
  12% | -18% | 5%
O=C(NCCc1csc(-c2cccc(F)c2)n1)c1ccc(Br)o1
  ? | ? | -5%
CSc1ncccc1C(=O)OCC(=O)c1ccc(S(=O)(=O)N2CCCCC2)cc1
  -5% | -13% | -10%
CCCc1ccc(OC(=O)CSc2nnc(-c3cccs3)o2)cc1
  -10% | 12% | 11%
CCCNC(=O)COc1nc2ccccc2nc1N1CCOCC1
  ? | 7% | 5%
CCOc1ccc(OCCOCCN2CCCC2)cc1
  -20% | -22% | 3%
CC1=C/C(=C(\c2ccc(O)c(C)c2)c2ccccc2S(=O)(=O)O)C=CC1=O
  1% | -5% | 6%
CCc1ccccc1NC(=O)Cn1c(=O)n(CC(=O)NCCc2ccccc2)c(=O)c2ccccc21
  -23% | -5% | 2%[12.3 µM]
CCOC(=O)C1CCCN(C(=O)c2ccc(S(=O)(=O)NCc3ccco3)cc2)C1 (stereo not drawn)
  ? | -29% | -6%[0.505 µM]
COc1cccc(CCNC(=O)CCc2nnc(-c3ccc4c(c3)OCO4)o2)c1
  -16% | -18% | 3%
COC(=O)c1nn(-c2cccc(C)c2)c2nnc(Cc3ccccc3)c(=O)n12
  7% | 17% | 0%
CCOCCCN1CC(=O)N2[C@@H](Cc3c([nH]c4ccccc34)C2(C)C)C1=O
  ? | ? | ·
CC(C)OC(=O)c1c(-c2ccc(C(C)C)cc2)csc1NC(=O)C1CCCO1 (stereo not drawn)
  ? | 15µM* | -7%
Cc1ccc2[nH]c3c(N4CCN(Cc5ccccc5)CC4)ncnc3c2c1
  13µM* | 9.2µM* | 7%
CN(C)c1ccc(NC(=O)c2ccc(COc3cccc(Cl)c3)o2)cc1
  21µM* | ? | 10%
N#Cc1ccc(N2CCN(c3ccc(F)cc3)CC2)cc1
  -21% | ? | 2%
O=C(c1ccc([N+](=O)[O-])cc1[N+](=O)[O-])n1cnc2ccccc21
  ? | ? | 5%
O=S(=O)(c1ccc2c(c1)OCCO2)N1CCC(c2nc3ccccc3s2)CC1
  -27% | ? | 1%
Cn1cnnc1SCC(=O)c1ccc(OC(F)F)cc1
  0% | 0% | -1%
O=c1[nH]c2ccc(S(=O)(=O)N3CCCCC3)cc2[nH]1
  -13% | -1% | 3%
Cc1nn(-c2ccccn2)c2c1C(c1ccncc1)C1=C(CC(C)(C)CC1=O)N2 (stereo not drawn)
  29µM* | ? | 6%
O=C1NC(c2ccccc2)=C(c2nc3ccccc3s2)C(c2ccc(O)cc2)N1 (stereo not drawn)
  -4% | ? | 11%
COCCCNC(=S)Nc1cccc2ncccc12
  ? | ? | -1%
CN(CC(=O)Nc1ccc(N2CCOCC2)cc1)C(=O)CSc1ccc(F)cc1
  -24% | -24% | ·
CNC(=S)N(CCc1c(C)[nH]c2ccc(OC)cc12)Cc1cc(OC)c(OC)c(OC)c1
  -24% | ? | 8%
CCCCN(C(=O)c1cc2c(s1)CCC2)c1c(N)n(CCC)c(=O)[nH]c1=O
  7% | 14% | ·
CC(C)(C)C(=O)Nc1ccc(C(=O)COC(=O)c2ccccn2)cc1
  -9% | 0% | 0%
Cc1ccc(S(=O)(=O)N(Cc2c(F)cccc2Cl)C(=O)N2CCN(C)CC2)cc1
  12% | -3% | 0%
COc1ccccc1NC(=O)N(C)C[C@H]1Oc2ncc(Br)cc2C(=O)N([C@H](C)CO)C[C@H]1C
  3% | ? | ·
COc1cc(OC)c2cc(C(=O)N[C@@H](Cc3ccccc3)C(=O)O)n(C)c2c1
  18% | 11% | ·
O=C(NC1CCCC1)C(c1ccc(N2CCOCC2)cc1)N(Cc1ccco1)C(=O)c1ccco1 (stereo not drawn)
  -29% | -24% | 4%

Following part.
Results follow in this order: TDP1 cell CPT | DT40 TDP1 no CPT | TDP1 inh
CCCn1c(N)c(N(CCOC)C(=O)c2cccc(F)c2)c(=O)[nH]c1=O
  -2% | -2% | ·
O=C(NCCOC(=O)c1c(F)cccc1Cl)c1c(F)cccc1Cl
  -15% | ? | ·
Cc1cc(/C=N/N2CCN(C)CC2)c(C)n1-c1ccccc1F
  -28% | -11% | 8%
Cc1cc(C)c2nc(N(CCN(C)C)C(=O)c3ccc(S(=O)(=O)N(C)CC4CCCO4)cc3)sc2c1 (stereo not drawn)
  ? | -26% | 13%
CC1(C)C(C=C(Cl)Cl)C1C(=O)NC(O)C(=O)c1ccccc1 (stereo not drawn)
  2% | -30% | ·
CCn1cc2nc(SCC(=O)Nc3ccc(OC)c(OC)c3)n(Cc3ccc(Cl)cc3)c(=O)c2n1
  18µM* | ? | 6%
Nc1nc2c(ncn2[C@@H]2O[C@H](CNCC3=Cc4cc(O)ccc4OC3)[C@@H](O)[C@H]2O)c(=O)[nH]1
  5% | 19% | ·
Cc1cccc(Cn2c(SCc3ccc(C(=O)NC4CCCCC4)cc3)nc3ccncc32)c1
  -9% | -19% | -2%
C(=C\c1ccccc1)/CN1CCN(c2ncnc3c2oc2ccccc23)CC1
  18µM* | 18µM* | 6%
CC(C)OCCCNc1ncnc2sc3c(c12)CCCC3
  21µM* | 23µM* | -1%
CSc1nnc(C)c(=O)n1COC(=O)c1cc(Cl)ccc1[N+](=O)[O-]
  -10% | -24% | 8%
CC(C)Oc1ccc(CNC(=O)c2ccc(NC(=O)N3CC(C)Sc4ccccc43)cc2)cc1 (stereo not drawn)
  21µM* | -106% | 10%
c1ccc(CNc2ccnc(-c3ccoc3)n2)cc1
  -1% | -22% | 11%[56.1 µM]
N#C/C(=N\Nc1ccccc1[N+](=O)[O-])C(=N)N1CCCCC1
  5.8µM* | 5.8µM* | 3%
CN(Cc1ccc(F)cc1)Cc1nc(CCc2ccccc2)no1
  -3% | -2% | 3%
Cc1cc(S(=O)(=O)N2CCCCC2CCNC(=O)C(=O)NC2CC2)ccc1F (stereo not drawn)
  2% | 0% | 0%
CCc1nc2ccc(C(=O)Nc3ccc(OC)c(OC)c3)cn2c1N(C)Cc1ccc(N(C)C)cc1
  ? | ? | ·
O=C(c1cnc2n(c1=O)CCS2)N(c1ccccc1)C1CCCCC1
  ? | ? | 7%
COc1cc(CNCCO)ccc1OCCc1ccccc1
  ? | 26µM* | 7%
CCC/C(O)=C1\C(=O)CCCC1=NC(C)C(=O)O (stereo not drawn)
  -5% | -4% | 3%
O=C(Nc1ccc(Cl)c(S(=O)(=O)N2CCOCC2)c1)C1CCCC1
  -20% | ? | -2%
NC(=O)CC(c1ccccc1)c1ccco1 (stereo not drawn)
  ? | -3% | -4%
O=C(Cn1c(=O)n(Cc2ccccc2)c(=O)c2cc(Cl)ccc21)NCC1CCCO1 (stereo not drawn)
  7% | -18% | 7%
O/N=C\c1ccc2noc(-c3ccc(Cl)cc3)c2c1
  -14% | -27% | ·
CCS(=O)(=O)c1ccc(-c2cccc(NC(=O)c3ccc(Br)o3)c2)nn1
  4% | -17% | -15%
CCCCn1c(SCC(=O)NNC(=O)c2ccccc2)n[nH]c1=O
  -2% | -6% | 0%
COc1ccc2cc(C3CC(c4cccs4)=NN3C(C)=O)c(Cl)nc2c1 (stereo not drawn)
  0% | -8% | ·
CC(=O)N1CCC2(CCN(Cc3nccs3)CC2)CC1
  -6% | -22% | ·
Cc1cc(C)cc(NC(=O)C2CCCCN2S(=O)(=O)c2ccccc2)c1 (stereo not drawn)
  21µM* | 13µM* | ·
O/C(=C\Sc1nnc(Cc2ccccc2)o1)c1ccc(Br)cc1
  -22% | 6% | -2%

Look-ups from the results shown:
DT40 TDP1 no CPT result of O/C(=C\Sc1nnc(Cc2ccccc2)o1)c1ccc(Br)cc1 is entered as 6%
TDP1 cell CPT result of COc1ccc2cc(C3CC(c4cccs4)=NN3C(C)=O)c(Cl)nc2c1 (stereo not drawn) is entered as 0%

The main list resumes, starting 6 compounds before the break.
Results follow in this order: TDP1 cell CPT | DT40 TDP1 no CPT | TDP1 inh
CCS(=O)(=O)c1ccc(-c2cccc(NC(=O)c3ccc(Br)o3)c2)nn1
  4% | -17% | -15%
CCCCn1c(SCC(=O)NNC(=O)c2ccccc2)n[nH]c1=O
  -2% | -6% | 0%
COc1ccc2cc(C3CC(c4cccs4)=NN3C(C)=O)c(Cl)nc2c1 (stereo not drawn)
  0% | -8% | ·
CC(=O)N1CCC2(CCN(Cc3nccs3)CC2)CC1
  -6% | -22% | ·
Cc1cc(C)cc(NC(=O)C2CCCCN2S(=O)(=O)c2ccccc2)c1 (stereo not drawn)
  21µM* | 13µM* | ·
O/C(=C\Sc1nnc(Cc2ccccc2)o1)c1ccc(Br)cc1
  -22% | 6% | -2%
Cc1cccc(-n2ccnc2SCC(=O)Nc2ccc3c(c2)OCO3)c1
  -57% | ? | 9%
Cc1ccc(-c2nc(C=Nc3cccc(C)c3)c(O)o2)cc1
  -18% | -10% | 1%
COc1ccc(C2=NN(C(=O)CSc3nc(=O)n4ccc(C)cc4n3)C(c3ccc(C)cc3)C2)cc1 (stereo not drawn)
  ? | ? | ·
COc1ccc(C#Cc2ccc3c(c2)O[C@@H](CN(C)C(=O)Nc2cccc(OC)c2)[C@H](C)CN([C@@H](C)CO)S3(=O)=O)cc1
  -24% | 18µM* | ·
O=C(COc1ccc2c3c(c(=O)oc2c1)CCCC3)NCC(O)c1ccccc1 (stereo not drawn)
  21µM* | ? | -4%
Cc1nc2c(C)cccn2c(=O)c1NC(=O)c1ccc(Br)o1
  ? | -17% | -1%
NS(=O)(=O)c1ccc(-n2nncc2C23CC4CC(CC(C4)C2)C3)cc1
  ? | -23% | 0%

Source: PubChem (National Center for Advancing Translational Sciences (NCATS))

Rows are unselected, and some 18% of all compounds hit somewhere here.
